Screens from PubChem.
Giardia kill = kills Giardia lamblia. Giardia lamblia trophozoite viability. activity change, % at 7.66 µM, hits read low. 340,000 tested, 0.15% active. AID 540267; in the data active means activity change below about -80%; inconclusive means between about -30% and that limit;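 further: parasites exposed to compound for two days anaerobically before the ATP read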
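Luminescence from cellular ATP indicates surviving trophozoites (100 cells/well) following 48 hrs anaerobic compound treatment at 37 deg C; signal develops 15-30 min at room temperature.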
B2AR arrestin = agonists driving beta-arrestin recruitment to human beta2-adrenergic receptor; beta-arrestin recruitment to beta2AR, cell-based reporter; Potency, µM (titrated, usually from 46.1 µM), for inactives: at the highest dose activation, most hits filed as activators; 330,000 tested, 0.02% active; AID 492947;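 further: potency means the concentration at half of the fitted maximal effect; 0% = DMSO controls and full agonism = EC100 isoproterenol or metaproterenol; nearly all actives have a fitted effect of over 65% in size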
Target sequence (P07550 whole entry, looked up): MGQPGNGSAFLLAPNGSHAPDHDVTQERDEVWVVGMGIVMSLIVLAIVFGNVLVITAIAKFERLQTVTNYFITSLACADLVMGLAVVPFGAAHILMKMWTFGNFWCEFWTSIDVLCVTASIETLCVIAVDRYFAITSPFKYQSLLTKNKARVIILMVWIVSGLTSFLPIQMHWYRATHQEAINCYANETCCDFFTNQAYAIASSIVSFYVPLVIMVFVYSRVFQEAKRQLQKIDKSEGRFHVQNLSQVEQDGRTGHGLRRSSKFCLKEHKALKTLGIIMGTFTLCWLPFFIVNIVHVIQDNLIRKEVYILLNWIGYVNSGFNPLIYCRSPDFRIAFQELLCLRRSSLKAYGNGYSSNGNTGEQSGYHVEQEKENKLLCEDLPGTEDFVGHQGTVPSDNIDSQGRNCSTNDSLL
KCNH2 WT inh = KCNH2 (human, wildtype) channel inhibition; U2OS, BacMam KCNH2, thallium flux FluxOr; hits give low values; activity change, % at 1.84 µM; 340,000 tested, 0.37% active;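 active means maximum activity change below -70%; inconclusive means maximum activity change between -70% and -50%; inactive means maximum activity change above -50%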
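U2OS cells were transduced with wild-type KCNH2 virus (2.03 x 10^8 / mL) for 4 h at room temperature, then cultured overnight at 37 C. Thallium flux was read with FluxOr dye. Rate constants were normalized to DMSO controls.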
uPA generation = inhibitors of cell surface uPA generation; cell surface uPA generation assay, qHTS; Potency, µM (highest dose often 38.3 µM), without a hit: top-dose activity change, negative = inhibition, hits mostly inhibitors; 330,000 tested, 0.31% active; AID 540303; active means well fitted inhibition curve with a large enough effect; inconclusive means small, poorly fitted or top-dose-only effect; inactive means no such curve, though single readings can be large or run the other way; tested in mouse RAW 264.7 cells; further: potency means the concentration at half of the fitted maximal effect; nearly all actives have a fitted effect of over 55% in size
BCR signal inh = blocks chronic active B-cell receptor signaling | ABC-DLBCL IkBa-CBG/CBR reporter, luminescence ratio, 4 h | Potency, µM (titrated, usually from 46.1 µM), without a hit: at the top dose ratio change, negative = lower green/red ratio, hits mostly inhibitors | 340,000 tested, 0.05% active; active means well fitted inhibition curve with a large enough effect in the signal ratio, with a control signal flat, not every such curve was filed as active; inconclusive means small, poorly fitted or top-dose-only effect, or effect the other way, or a change in a side signal; the % refers to the signal ratio;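 further: potency means the concentration at half of the fitted maximal effect; plate controls were basal doxycycline-induced cells for no effect and cells given 10 µM MG132 for full effect; MG132 reads +100%, hits lower the ratio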
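Concentration-response series (up to 46 uM) were applied to TMD8 dual-reporter cells for 4 h at 37C with doxycycline. Green/red ratio, after filter-overlap correction, defined %Activity; red signal alone was normalised to basal cells and zero luminescence.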
GALK inhibitor = blocks human galactokinase activity. P51570. Purified GALK, Kinase-Glo residual ATP luminescence. Potency, µM (highest dose often 57.5 µM), without a hit: at the highest dose activity change, negative = inhibition, actives largely listed as inhibitors. 270,000 tested, 0.007% active. AID 1868; further: potency means the concentration at half of the fitted maximal effect
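Quantitative HTS: GALK 5 nM, ATP 35 uM, galactose 100 uM, 1 h room temperature, then luciferase-based ATP detection.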
USP2a inh = USP2a (human) protease inhibition; Potency, µM (doses to about 38.3 µM), without a hit: top-dose activity change, negative = inhibition, usual class: inhibitors; O75604; 330,000 tested, 0.01% active; USP2 core, Ub-CHOP2 coupled fluorogenic reporter, 485/531; AID 463254;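 further: potency means the concentration at half of the fitted maximal effect; plate controls were DMSO wells for no effect and full inhibition by NEM control for full effect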
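Cell-free coupled assay: 10nM USP2 core preincubated 30min RT with compound in Tris-HCl pH 8.0/CaCl2/CHAPS buffer, then 25nM Ub-CHOP2 and 25nM reporter substrate; fluorescence (Ex 485/Em 531) read after 60min RT, normalized to NEM inhibition, concentration-response curves fitted.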
KCNH2 3.1 block = blocks the human KCNH2 3.1 channel isoform; U2OS KCNH2 3.1, thallium flux FluxOr; hits give low values; activity change, % (tested at about 1.8 µM); 340,000 tested, 0.95% active;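 active means maximum activity change below -70%; inconclusive means maximum activity change from -70% to -50%; inactive means maximum activity change above -50%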;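 further: thallium influx rate constant from kinetic fluorescence after stimulation buffer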
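Virally transduced U2OS (3.1 isoform, 4 h infection in dark at RT) → overnight 37 C → FluxOr + Red40 in HBSS/HEPES, 45 min → stimulation buffer, 2 min kinetic read → rate constant vs DMSO controls.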
Eya2 phos inh = blocks the phosphatase activity of human Eya2; O00167; recombinant Eya2, OMFP fluorescence dephosphorylation (OMFP is methylfluorescein phosphate); 330,000 tested, 0.006% active; Potency, µM (series often up to 76.9 µM), for inactives: at the highest dose activity, negative = inhibition, most hits filed as inhibitors; further: potency means the concentration at half of the fitted maximal effect
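Eya2 protein (added as 0.2 uM solution) was preincubated with compound for 10 min at ambient temperature in 50 mM HEPES pH 7.5, 50 mM NaCl, 5 uM MgCl2, 0.05% BSA, 1 mM DTT. OMFP (added at 50 uM) then reacted 10 min; fluorescence read at 485/525 nm.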
PKM2 act = increases activity of human pyruvate kinase M2; P14618; AID 1631; purified PKM2, Kinase-Glo ATP luminescence, activation; response scale: 0% is enzyme alone, no compound; 260,000 tested, 0.34% active; Potency, µM (highest dose often 57.5 µM), for inactives: at the highest dose activation, usual class: activators; further: potency means the concentration at half of the fitted maximal effect; nearly all actives have a fitted effect of over 55% in size
Target sequence (P14618 whole entry, looked up): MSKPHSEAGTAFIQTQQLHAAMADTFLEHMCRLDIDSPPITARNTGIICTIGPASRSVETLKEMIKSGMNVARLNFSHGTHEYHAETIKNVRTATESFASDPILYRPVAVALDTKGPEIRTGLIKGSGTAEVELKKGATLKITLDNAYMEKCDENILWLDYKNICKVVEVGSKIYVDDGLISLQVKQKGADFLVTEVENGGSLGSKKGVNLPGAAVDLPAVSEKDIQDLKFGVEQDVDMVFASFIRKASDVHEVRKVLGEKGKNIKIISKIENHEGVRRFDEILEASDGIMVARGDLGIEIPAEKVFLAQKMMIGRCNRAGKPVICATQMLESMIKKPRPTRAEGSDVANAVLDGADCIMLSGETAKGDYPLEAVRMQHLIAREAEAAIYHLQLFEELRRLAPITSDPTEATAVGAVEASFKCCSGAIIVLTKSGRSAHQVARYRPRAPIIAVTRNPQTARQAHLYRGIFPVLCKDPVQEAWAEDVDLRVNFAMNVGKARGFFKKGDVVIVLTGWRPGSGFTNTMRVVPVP
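hPK-M2, >95% pure; 0.1 mM ADP / 0.5 mM PEP final; imidazole pH7.2 buffer w/ 7 mM MgCl2, 50 mM KCl; 1 h RT; Kinase-Glo lum. Intermediate enzyme activity for dual inhibitor/activator qHTS.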
FBPA coupling cs = inhibits coupling enzyme system, counter-screen for aldolase hits; activity change, negative = inhibition, % at 58.2 µM, hits read low; coupling enzyme system counterscreen, AmpLite Red fluorescence; 290,000 tested, 0.67% active; in the data active means activity change below about -30%
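Final compound at 57.5 uM, incubated 10 min at RT with coupling enzyme reagent (glyceraldehyde-3-phosphate), then 20 min with substrate and AmpLite Red detection. Fluorescence read at 525/598 nm; tests interference with the coupling assay, not aldolase inhibition.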
Starred values were filed as active, the others as inactive; ? = inconclusive; / = no result given; & = joins results of further samples; [ ] = another dose, or the depositor's remark. Unless noted, the call rests on the fitted dose curve; in most records, active means well fitted curve in the direction sought with a large enough effect; inconclusive means small, poorly fitted or top-dose-only effect, or another doubt; inactive means no such curve, though single readings can be large; an effect the other way counts as inactive or inconclusive. Unless noted, on the % scale 0 is the no-effect control and ±100 the full control effect. An unsorted share of the library. Share with any hit: about 2.4%.

canonical_smiles,BCR signal inh,Giardia kill,KCNH2 3.1 block,KCNH2 WT inh,USP2a inh,B2AR arrestin,GALK inhibitor,uPA generation,FBPA coupling cs,Eya2 phos inh,PKM2 act
CCOC(=O)c1nnsc1NC(C)=O,?,-19,6,-5,2%,-0.1%,2%,6%,-1,16%,1%
CCC(C)(C)NC(=O)C(c1ccc(OC)cc1)N(C(=O)CCC(=O)Nc1cc(C)on1)C1CC1 (stereo unspecified),11%,-14,-4,-11,0%,0.3%,7%,1%,0,11%,/
CCOC(=O)CC(=O)CSc1ncnc2c1oc1ccccc12,0%,-6,15,1,-2%,-0.1%,-1%,-4%,4,5%,1%
CC(C)(C)OC(=O)N[C@@H](COCc1ccccc1)C(=O)N[C@@H](CO)[C@H](O)[C@@H]1C[C@@H]1C(=O)NC1CC1,-5%,-7,18,25,0%,0.3%,/,1%,2,8%,9%
Cc1sc2ncn(CC(=O)NCCCC(=O)N3CCN(c4ccccn4)CC3)c(=O)c2c1C,-2%,-22,-30,-6,-3%,-0.2%,1%,3%,4,4%,-15%
O=C(CC(c1ccccc1)c1ccccc1)Nc1ncn[nH]1,?,2,-13,-16,0%,-0.2%,0%,5%,3,-16%,5%
CC(=O)Nc1cccc(-c2nnc3n2CC(C)S3)c1 (stereo unspecified),1%,10,8,-1,1%,3.0%,2%,-4%,1,-18%,2%
CCCCCCCCS(=O)C1CS(=O)(=O)CC1O (stereo unspecified),?,-14,13,-11,5%,0.0%,-1%,6%,-1,3%,0%
OC(c1cccc(OCc2ccccc2)c1)c1nnc(-c2ccccc2)o1 (stereo unspecified),-16%,-3,-38,-12,-6%,3.9%,1%,-4%,1,-11%,-10%
CC(Nc1ccccc1CO)C(=O)Nc1cccc(Cl)c1Cl (stereo unspecified),-14%,-3,-4,-27,0%,0.2%,5%,-8%,-1,7%,1%
COc1cc2c(=O)n(Cc3ccccc3)c(=O)n(CC(=O)NCc3ccco3)c2cc1OC,6%,0,2,8,1%,0.1%,1%,-5%,1,3%,-3%
CCn1cc(C(=O)N2CCCC2)c(=O)c2cc(S(=O)(=O)N3CCOCC3)ccc21,6%,-3,-6,-19,0%,-0.5%,1%,/,0,6%,6%
COc1cccc(N(C(=O)Cn2nnc(-c3ccc(Cl)cc3)n2)C(C(=O)NCC2CCCO2)c2ccc(C)cc2)c1 (stereo unspecified),-3%,0,-13,0,1%,-0.4%,5%,7%,0,-7%,2%
Cc1cc(C)cc(N(CC(=O)N2CCN(Cc3ccccc3)CC2)S(=O)(=O)c2c(C)noc2C)c1,0%,-13&-23,-6,3,0%,0.1%,2%,7%,2,11%,-2%
CCOC(=O)c1ccccc1NC(=O)CN1CCC(n2nnc3cc(C(F)(F)F)ccc32)CC1,3%,5,?,-8,8%,-0.4%,-1%,4%,-2,2%,-4%
O=C(CCC(=O)Nc1ccccc1)NCCO,-15%,-8,1,9,7%,0.3%,2%,2%,1,-5%,3%
O=C(NNC(=S)NCc1ccccc1)c1ccc(Br)o1,0%,5,4,24,5%,-0.2%,-2%,2.8µM*,4,-13%,-3%
Cc1c(NC(=O)c2cnc(Cl)c(Cl)c2)c(=O)n(-c2ccccc2)n1C,6%,1,-7,-6,2%,-0.5%,14%,3%,2,4%,-1%
COc1cc2sc(-c3ccccc3OC)c(-c3ccc(OCCN4CCCCC4)cc3)c2cc1OC,-11%,-1,-15,6,3%,-0.1%,/,?,/,3%,/
COc1ccc(CN2CC(C(=O)NCCc3ccccc3)CC2=O)cc1 (stereo unspecified),0%,-3,7,5,-2%,-0.2%,-1%,/,1,8%,-9%
CCOC(=O)N1CCN(c2c(N3CCc4ccccc43)c(=O)c2=O)CC1,-1%,41[activator],1,4,4%,0.0%,2%,-19%,3,-6%,16%
Cc1ccc(NS(=O)(=O)c2cccc(C(=O)N(C)Cc3cccs3)c2)cc1,-2%,-8,3,51,-2%,-0.3%,/,-4%,/,6%,/
CC(C)(C)C1CCC(C(=O)Nc2nccs2)CC1 (stereo unspecified),4%,-5,6,7,3%,0.0%,-7%,-4%,1,-1%,-3%
CN(CC(=O)Nc1ccc(Cl)c(C(F)(F)F)c1)C(=O)C1CC(=O)N(Cc2ccco2)C1 (stereo unspecified),?,7,-1,-12,0%,-0.1%,/,1%,/,-8%,/
O=C(c1ccco1)N1CCN(c2ncnc3c(-c4ccc(Cl)cc4)nsc23)CC1,-1%,-12,-8,13,0%,0.8%,17%,6%,-3,-7%,1%
CCCCC(=O)Nc1ccc(Br)cc1C(=O)O,?,-5,-2,7,5%,0.0%,-3%,1%,-19,9%,-1%
CCCCCCCc1nc2c(=O)n(C)c3ccccc3c2o1,4%,3,-3,1,4%,-0.8%,1%,-2%,1,-10%,8%
COCCNC(=O)c1ccc(CN2CCc3ccccc3C2)cc1,1%,-4,-22,-10,4%,-0.3%,/,-1%,2,0%,-10%
CN(C1=NC(=O)CS1)c1ccc(O)cc1,?,5,-5,-3,0%,0.4%,9%,0%,0,0%,4%
COc1cccc(-n2nnnc2SCC(=O)Nc2ccc3c(c2)OCCO3)c1,5%,-12,10,-2,2%,-0.1%,-1%,-1%,-3,-18%,-4%
C/C(=N\NC(=O)c1cc2ccccc2cc1O)c1ccc2c(c1)OCO2,9%,-5,-1,-3,-11%,-4.0%,-4%,5%,-4,-2%,-2%
C[C@H](CO)N1C[C@H](C)[C@@H](CN(C)S(=O)(=O)c2cccs2)Oc2ccc(NC(=O)Nc3ccc(C(F)(F)F)cc3)cc2C1=O,0%,8,-6,-2,0%,0.5%,/,?,/,25%,/
CCS(=O)(=O)C1=NN2C(=N)/C(=C\c3ccc(OCCOc4cccc(OC)c4)c(OC)c3)C(=O)N=C2S1,4%,-11,-7,9,2%,0.5%,-21%,2%,6,6%,/
Cc1ccc(C(=O)NC2CC(C)(C)NC(C)(C)C2)cc1Cl,3%,1,-11,-4,-3%,0.0%,0%,-5%,3,-8%,0%
COc1ccc(OC)c(C(c2nnnn2Cc2ccccc2)N2CCC(C(N)=O)CC2)c1 (stereo unspecified),5%,-23,-11,1,1%,-0.6%,2%,-2%,-1,-6%,-5%
O=C(COc1ccc2c(-c3ccccc3)cc(=O)oc2c1)NCc1cccs1,?,-13,-11,3,8%,-0.6%,1%,-5%,7,2%,1%
CC(C)Cn1c(-c2ccc(Br)o2)n[nH]c1=S,-14%,-12,/,16,4%,0.0%,2%,8%,3,6%,-2%
C[C@H](CO)N1C[C@H](C)[C@@H](CN(C)Cc2ccncc2)Oc2c(NC(=O)C3CC3)cccc2C1=O,3%,-1,14,-1,6%,0.2%,/,6%,/,4%,/
Cc1cc(C)c(/C([O-])=C(/C(=S)Nc2ccc(SC(F)F)cc2)[n+]2ccccc2)cc1C,5%,-2,-25,-13,-2%,0.0%,6%,0%,4,-12%,2%
CN(C)CCCN(C(=O)c1ccco1)c1nc2ccc(F)cc2s1,2%,2,-3,1,1%,0.7%,1%,?,0,2%,10%
CCN1Cc2c(/C=C/c3ccccc3)nc3ccc(OC)cc3c2N(c2cccc(Cl)c2)C1,?,2,-30,-4,8%,-1.1%,3%,0%,0,?,4%
CC1(/[N+]([O-])=C/c2cccc(Cl)c2)CCCCC1=O (stereo unspecified),-15%,-10,-11,-3,2%,-0.5%,5%,10%,3,1%,-5%
COc1ccc(OCC(=O)C2CC2)c(C#N)c1,5%,5,0,7,6%,-1.0%,4%,-2%,0,4%,-4%
N/C(=N\OC(=O)Nc1ccccc1)c1ccno1,-2%,-2,4,1,0%,6.5%,0%,9%,2,-10%,-1%
CCOC(=O)/C(C#N)=C\C1=C(N2CCOCC2)CC(C)(C)OC1,?,3,12,-2,2%,-0.1%,10%,0%,4,9%,-3%
CNC(=O)COc1ccc(C=O)cc1OC,-1%,-13,4,3,0%,-0.3%,1%,3%,1,8%,3%
Cc1c(C(=O)N2CCCC2)c(S(=O)(=O)Nc2ccccc2Cl)c(C)n1C,-3%,14,15,2,2%,-0.1%,9%,2%,5,0%,/
O=C(C1CCCN(Cc2ccccc2[N+](=O)[O-])C1)N1CCCC1 (stereo unspecified),?,10,6,-5,0%,0.4%,/,3%,1,-23%,/
